NR3A LBD binder: binders of NR3A ligand-binding domain, primary screen, biophysical, differential scanning fluorimetry, uHTS | Glutamate receptor ionotropic, NMDA 3A (GRIN3A) ligand-binding domain | NR3A LBD differential scanning fluorimetry, Tm shift; 0% = protein alone, 100% = glycine-bound protein | Tm shift relative to glycine control, % at 25 µM | actives 2.5% (n = 340,000) | AID 1259313, 2017;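 active = melting temperature shift of at least 10% of the positive control shift, at one fixed dose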
MPTP inh: mitochondrial permeability transition pore inhibitors, primary screen, biochemical, isolated mouse mitochondria, absorbance; Ca2+ swelling absorbance, 30 min; inhibition, % at 10 µM; actives 1.4% (n = 360,000); AID 602449, 2012;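 active = inhibition of 50% or more, scaled per plate between neutral and stimulator controls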;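 note: 0% = DMSO wells given calcium and 100% = 1 mM EGTA wells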
The depositor's hits bear a star. These rows are one share of the data; count on the stated rates, not on these rows.

COc1ccc2[nH]cc(CCNC(=O)Cn3cc(C)c(=O)[nH]c3=O)c2c1 was read as NR3A LBD binder 2.4 and MPTP inh -1.4.
`CCCc1nnc(NC(=O)C(=O)NCCN(C)C)s1` gave NR3A LBD binder 0.5 and MPTP inh 0.0.
For O=C(CN1CCN(Cc2cccc(C(F)(F)F)c2)CC1)NCC(=O)Nc1ccc(F)c(F)c1F the results were NR3A LBD binder 0.1 and MPTP inh -0.4.
For COCc1nnc(NS(=O)(=O)c2ccc(OC)cc2)s1 the results were NR3A LBD binder -0.5 and MPTP inh 0.4.
`O=C1Nc2ccccc2C1=NN1CCCCCC1` gave NR3A LBD binder -0.3 and MPTP inh -1.8.
For O=C(C1=NN(c2ccccc2)C2C(=O)N(c3ccc(Cl)cc3)C(=O)C12)c1ccccc1 (stereo unspecified) the results were NR3A LBD binder -1.9 and MPTP inh 3.5.
Screening S=C1NC[C@H](Cc2ccccc2)N1CC1CCN(CCCC2CCCC2)CC1 returned NR3A LBD binder -0.1 and MPTP inh -0.6.
Screening Oc1c(Cl)cc(Oc2cc(Cl)c(O)c(CN3CCOCC3)c2)cc1CN1CCOCC1 returned NR3A LBD binder 1.9 and MPTP inh 1.1.
For Cc1ccccc1S(=O)(=O)N1C[C@H]2CON(C)[C@H]2C[C@H]1c1cccc(Br)c1 the results were NR3A LBD binder -1.7 and MPTP inh 1.3.
`CN(C(=O)c1cccc(NC(=O)Cc2cccc(NC(=O)C3CCN(C(=O)CCc4ccccc4)CC3)c2)c1)C1CC1` gave NR3A LBD binder -2.6 and MPTP inh -1.7.
For O=C(CCc1ccccc1)Nc1ccccc1OC(=O)c1ccccc1 the results were NR3A LBD binder -0.5 and MPTP inh -0.5.
COc1cc(/C=C2/SC(=S)N(Cc3ccccc3)C2=O)cc(Cl)c1O was read as NR3A LBD binder 9.0 and MPTP inh 10.7.
O=C1C(=NO)C(c2ccccc2)Oc2ccccc21 (stereo unspecified) was read as NR3A LBD binder 2.0 and MPTP inh -0.1.
Screening COc1cc(NC(=O)COc2ccccc2[N+](=O)[O-])ccc1NC(=O)c1cccs1 returned NR3A LBD binder -0.9 and MPTP inh 2.2.
COc1ccc(C(=O)N(c2ccccc2)c2nccc3ccccc23)cc1OC was read as NR3A LBD binder -1.7 and MPTP inh -0.5.
`CCc1cccc2cc3c(N)c(C(=O)Nc4ccc(S(=O)(=O)N5CCCC5)cc4)sc3nc12` gave NR3A LBD binder 0.9 and MPTP inh 6.7.
Screening Cc1ccc(-n2ncc3c(SCc4cccnc4)ncnc32)c(C)c1 returned NR3A LBD binder 0.0 and MPTP inh 87.7*.
Screening O=C(/C=C/c1ccccc1)CCN1CCOCC1 returned NR3A LBD binder -1.4 and MPTP inh -0.7.
`CCOC(=O)C1=NNC(C(=O)OCC)C1c1ccccc1` (stereo unspecified) gave NR3A LBD binder -4.2 and MPTP inh 0.1.
Screening O=[N+]([O-])c1ccc2c(c1)CCN2 returned NR3A LBD binder -1.1 and MPTP inh 2.3.

Overlap with the part before: five entries; new compounds follow.
`CCc1cccc2cc3c(N)c(C(=O)Nc4ccc(S(=O)(=O)N5CCCC5)cc4)sc3nc12` gave NR3A LBD binder 0.9 and MPTP inh 6.7.
Screening Cc1ccc(-n2ncc3c(SCc4cccnc4)ncnc32)c(C)c1 returned NR3A LBD binder 0.0 and MPTP inh 87.7*.
Screening O=C(/C=C/c1ccccc1)CCN1CCOCC1 returned NR3A LBD binder -1.4 and MPTP inh -0.7.
`CCOC(=O)C1=NNC(C(=O)OCC)C1c1ccccc1` (stereo unspecified) gave NR3A LBD binder -4.2 and MPTP inh 0.1.
Screening O=[N+]([O-])c1ccc2c(c1)CCN2 returned NR3A LBD binder -1.1 and MPTP inh 2.3.
O=C1N=C2N(CCN3CCCCC3)c3ccccc3N2/C1=C\c1ccc([N+](=O)[O-])s1 was read as NR3A LBD binder 0.8 and MPTP inh 0.6.
Screening O=C(Nc1ccccc1Cl)c1ccc(C(=O)Nc2ccccc2Cl)cc1 returned NR3A LBD binder 1.3 and MPTP inh 1.0.
For C=C(CN(C)C)C(=O)c1ccc(OC2OC(COC(C)=O)C(OC(C)=O)C(OC(C)=O)C2OC(C)=O)cc1 (stereo unspecified) the results were NR3A LBD binder -1.0 and MPTP inh -2.4.
`CC1=C(C#N)c2nc(N)c(C#N)c(C)c2/C1=C\c1ccc(-c2ccccc2C(=O)O)o1` gave NR3A LBD binder -9.1 and MPTP inh 6.0.
For CN(C)CCNC(=O)/C(=C/c1ccc(-c2ccc(Cl)cc2)o1)NC(=O)c1ccccc1 the results were NR3A LBD binder -0.2 and MPTP inh -0.1.
O=S(=O)(Nc1ccc(-c2ccc(NS(=O)(=O)c3ccccc3)cc2)cc1)c1ccccc1 was read as NR3A LBD binder -0.2 and MPTP inh 1.3.
Screening Cc1nn(-c2ccc(F)cc2)c(Cl)c1/C=C(/CCC(=O)O)c1nc2ccccc2s1 returned NR3A LBD binder 1.8 and MPTP inh -0.8.
CNCc1ccccc1Sc1ccc(O)c(O)c1 was read as NR3A LBD binder -3.8 and MPTP inh 5.7.
For COC(=O)c1c(NC2=NS(=O)(=O)c3ccccc32)sc2c1CCC(C(C)(C)C)C2 (stereo unspecified) the results were NR3A LBD binder 0.3 and MPTP inh 3.0.
Screening CC1(C)COC(c2cccc([N+](=O)[O-])c2)OC1 returned NR3A LBD binder -1.6 and MPTP inh -0.2.
For COc1ccc(N=Cc2ccc(N(CCC#N)CCC#N)cc2)cc1 the results were NR3A LBD binder 1.0 and MPTP inh 1.1.
`C[C@H]1CN([C@@H](C)CO)C(=O)Cc2cc(NC(=O)Nc3ccccc3)ccc2O[C@H]1CN(C)Cc1ccccc1` gave NR3A LBD binder -22.2 and MPTP inh 0.9.
`Cc1c(C(=O)N2CCc3ccccc32)oc2c1C(=O)CC(C)(C)C2` gave NR3A LBD binder -1.3 and MPTP inh -2.6.
For CC(C)n1cc2c(N)ncnc2n1 the results were NR3A LBD binder 1.1 and MPTP inh -1.0.
`CC(C)(C)C(=O)Nc1cccc(-c2ccc[nH]2)n1` gave NR3A LBD binder 11.2* and MPTP inh -0.8.
Screening CCCc1cc(=O)oc2c(C)c(OCC(=O)c3ccc(N4CCCC4)cc3)ccc12 returned NR3A LBD binder -1.7 and MPTP inh 1.0.
COc1ccc(OC)c2cc3ccccc3cc12 was read as NR3A LBD binder -9.5 and MPTP inh -0.3.
For O=C(C=Cc1ccco1)c1ccco1 the results were NR3A LBD binder 0.4 and MPTP inh -0.2.
CCC(=O)OCCNc1cc(Sc2nc3ccccc3[nH]2)c2nonc2c1[N+](=O)[O-] was read as NR3A LBD binder -9.5 and MPTP inh 1.5.
COc1ccc(-c2nnc(Nc3nc4c(OC)cccc4s3)o2)cc1 was read as NR3A LBD binder -17.3 and MPTP inh 2.0.

For reference, two of the compounds above.
COc1ccc2[nH]cc(CCNC(=O)Cn3cc(C)c(=O)[nH]c3=O)c2c1 was read as NR3A LBD binder 2.4 and MPTP inh -1.4.
`CCCc1nnc(NC(=O)C(=O)NCCN(C)C)s1` gave NR3A LBD binder 0.5 and MPTP inh 0.0.

Later entries.
Screening CCOC(=O)C(Cc1ccc(O)cc1)Nc1nc2ccccc2o1 (stereo unspecified) returned NR3A LBD binder -1.6 and MPTP inh 1.0.
Screening Cn1ncc2c(=S)nc(Cl)[nH]c21 returned NR3A LBD binder -0.9 and MPTP inh 0.3.
Screening O=C(O)CCN(Cc1ccccc1)S(=O)(=O)c1ccccc1Cl returned NR3A LBD binder 0.8 and MPTP inh -0.1.
`C=CCn1c(O)c(N=NC(=S)Nc2ccc(OC)cc2)c2ccccc21` gave NR3A LBD binder -14.8 and MPTP inh 3.3.
`O=C1NC[C@H](Cc2ccccc2)N(C[C@H]2CCCN2C[C@H](Cc2ccccc2)N2C[C@H](Cc3ccc(O)cc3)N(CCc3ccccc3)C(=O)C2=O)C1=O` gave NR3A LBD binder -2.7 and MPTP inh -1.3.
CC(=O)N(c1cc(C)ccc1C)c1ccccc1[N+](=O)[O-] was read as NR3A LBD binder -0.5 and MPTP inh 0.2.
For O=C(Nc1cccc(S(=O)(=O)N2CCCCC2)c1)[C@@H]1CCCN1S(=O)(=O)c1ccccc1C(F)(F)F the results were NR3A LBD binder 0.4 and MPTP inh -1.5.
CC(C)NC1CCC(Nc2ccnc3cc(Cl)ccc23)CC1 (stereo unspecified) was read as NR3A LBD binder -0.5 and MPTP inh 3.3.
`Cc1cc(NC(=O)NCc2ccco2)ccc1NC(=O)NCc1ccco1` gave NR3A LBD binder -1.0 and MPTP inh -0.9.
COc1ccc(C(c2nnnn2C(C)(C)C)N2CCN(c3nc4ccccc4s3)CC2)cc1 (stereo unspecified) was read as NR3A LBD binder 12.8* and MPTP inh -4.6.
For COCC(=O)N1CCC2CC1c1c(-c3ccc(C(F)(F)F)cc3)cccc12 (stereo unspecified) the results were NR3A LBD binder 0.9 and MPTP inh 0.4.
For CCOC(=O)C(=O)C1C(=O)Nc2ccccc21 (stereo unspecified) the results were NR3A LBD binder -0.9 and MPTP inh 0.8.
For CC(=O)OC1CC[C@@]2(C)C(CCC3C2CC(=O)[C@@]2(C)C3CC3CC(C)=CC(=O)C32)C1 (stereo partly specified) the results were NR3A LBD binder 1.8 and MPTP inh -0.1.
`Oc1ccc(C=NNC(=S)Nc2ccc(F)cc2)c(O)c1` gave NR3A LBD binder 27.2* and MPTP inh 1.6.
For O=C(O)c1cccc2cccc(-c3c4ccc(=O)c(O)c-4oc4c(O)c(O)ccc34)c12 the results were NR3A LBD binder -9.8 and MPTP inh 2.7.
`O=C(NCc1ccccn1)C1CCCN(S(=O)(=O)c2cc(Cl)ccc2Cl)C1` (stereo unspecified) gave NR3A LBD binder 0.1 and MPTP inh 0.1.
CC(C)=NNc1ncnc2nc[nH]c12 was read as NR3A LBD binder -2.3 and MPTP inh -0.9.
For N#CC(=C(O)COC(=O)Cc1c[nH]c2ccccc12)c1nc2ccccc2[nH]1 the results were NR3A LBD binder 0.1 and MPTP inh -1.2.
For CCN(CC)c1ccc(C2NC(=O)c3ccccc3N2)cc1 (stereo unspecified) the results were NR3A LBD binder -2.8 and MPTP inh 0.8.
For COc1ccc(C=C(NC(=O)c2ccccc2)C(=O)O)cc1OC the results were NR3A LBD binder 1.7 and MPTP inh -1.4.
CCOc1ccc(NCc2nc3ccccc3n2CCOc2ccccc2)cc1 was read as NR3A LBD binder -12.4 and MPTP inh 7.4.
Screening COc1cc2c(cc1OC)C1CCN3C(=O)CCC3N1CC2 (stereo unspecified) returned NR3A LBD binder 0.3 and MPTP inh -0.6.
`COc1cccc2c1C(=O)c1c(O)c3c(c(O)c1C2=O)C[C@@](O)(C(C)=O)C[C@@H]3O[C@H]1C[C@H](N)[C@H](O)[C@H](C)O1` gave NR3A LBD binder -4.4 and MPTP inh 23.6.
`CCOC(=O)c1c(-c2cccc([N+](=O)[O-])c2)csc1NC(=O)CCCOc1ccccc1OC` gave NR3A LBD binder 1.5 and MPTP inh 1.7.
For COc1ccc(N2CCN(C(=O)C(Cc3ccccc3)NC(=O)c3ccccc3)CC2)cc1 (stereo unspecified) the results were NR3A LBD binder 1.4 and MPTP inh 0.8.
Screening O=C(COc1ccccc1/C=C\c1nc(O)c([N+](=O)[O-])c(=O)[nH]1)Nc1ccccc1 returned NR3A LBD binder -7.1 and MPTP inh -0.7.
Screening CCCn1c(C)cc(/C=C(\C#N)C(=O)OCC(=O)N(CC)c2c(N)n(Cc3ccccc3)c(=O)[nH]c2=O)c1C returned NR3A LBD binder -0.8 and MPTP inh 0.2.
For CC1=C(C)C(=O)C(N2CCOCC2)=CC1=O the results were NR3A LBD binder -0.8 and MPTP inh 1.6.
Screening O=C(Nc1ccccc1Cl)NN1CCCCCC1 returned NR3A LBD binder -0.5 and MPTP inh -0.3.
For O=C(c1c[nH]c(C(=O)N2CCN(c3ccccc3F)CC2)c1)c1cccc(Cl)c1Cl the results were NR3A LBD binder 1.3 and MPTP inh -0.1.
For Cc1cccc(N/N=C(\C#N)S(=O)(=O)C(C)(C)C)c1 the results were NR3A LBD binder 0.7 and MPTP inh 0.9.
Screening Cc1nnc(N/N=C\c2ccc(-c3ccccc3[N+](=O)[O-])o2)n1N returned NR3A LBD binder -2.1 and MPTP inh -2.6.
O=C(Nc1ccc([N+](=O)[O-])cc1NC(=O)c1ccccc1)c1ccccc1 was read as NR3A LBD binder -21.5 and MPTP inh 29.9.
For CCOC(=O)C(=CNc1ccc(NC2=NCC(C)S2)cc1)C(=O)OCC (stereo unspecified) the results were NR3A LBD binder -0.2 and MPTP inh 0.5.
Cc1ccccc1C(=O)N1CCC2CC1c1cc(Cl)ccc12 (stereo unspecified) was read as NR3A LBD binder -1.7 and MPTP inh 0.0.
Screening O=C(NCCc1ccccc1)c1cccc(NC(=O)C2CCCCC2)c1 returned NR3A LBD binder -0.3 and MPTP inh 2.2.
COc1ccc(N)c(C)c1 was read as NR3A LBD binder -1.4 and MPTP inh 0.3.
For C[C@@H]1CN(S(=O)C(C)(C)C)[C@H](CCO)/C1=C\c1ccccc1 (stereo partly specified) the results were NR3A LBD binder 0.3 and MPTP inh 0.3.
Nc1ccccc1C(=O)NC(=O)Nc1ccc(Oc2ncc(Br)cn2)c(Cl)c1 was read as NR3A LBD binder -3.7 and MPTP inh 2.6.
For N#Cc1c(NC(=O)/C=C/c2ccco2)sc2c1CCCC2 the results were NR3A LBD binder -0.5 and MPTP inh 2.1.
For CCOc1ccccc1N1CC(C(=O)NCCC2=CCCCC2)CC1=O (stereo unspecified) the results were NR3A LBD binder -0.9 and MPTP inh 2.0.
O=c1oc(=O)c2ccccc2c2ccccc12 was read as NR3A LBD binder 3.3 and MPTP inh -0.9.
`CC(C)C[C@@H](CN)NC(=O)c1nc[nH]c1C(=O)N[C@@H](Cc1ccccc1)C(=O)CNC[C@H](C)NC(=O)c1nc[nH]c1C(=O)N[C@@H](CC(=O)O)C(=O)O` gave NR3A LBD binder 0.2 and MPTP inh 0.4.
Cc1ccc2c(Cl)c(Cc3ccccc3)c(=S)[nH]c2n1 was read as NR3A LBD binder -1.6 and MPTP inh 4.5.
